Screening results from PubChem BioAssay.
IDE inh: inhibits human insulin-degrading enzyme in HEK cells; P14735; FAbetaB cleavage, fluorescence polarization; inhibition, % at 5.59 µM; 0.41% of 320,000 active;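 active = percent inhibition above the average of all tested compounds plus 3 SD, set per screening campaign, cut at about 16% in these data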;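 also: IDE supplied by intact live HEK cells; FP after avidin binding of uncleaved biotin substrate so inhibition keeps polarization high; 0% = DMSO wells and 100% = 60 µM reference IDE inhibitor Ii1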
GalR3 antag: blocks the human galanin receptor 3 | O60755 | HEK293 GalR3-CNG cAMP membrane potential fluorescence; galR3 body fused to GalR1 C-terminus | inhibition, % at 3 µM | 0.44% of 360,000 active | AID 651719;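 active = inhibition above the screen-wide average plus 3 SD, cut at about 13% in these data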;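 also: forskolin and galanin both at EC90 stimulate the cells; cAMP rise reported by CNG channel membrane potential dye signal; 0% = forskolin plus galanin with DMSO and 100% = forskolin alone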
Target sequence (O60755 1-299 limits assumed): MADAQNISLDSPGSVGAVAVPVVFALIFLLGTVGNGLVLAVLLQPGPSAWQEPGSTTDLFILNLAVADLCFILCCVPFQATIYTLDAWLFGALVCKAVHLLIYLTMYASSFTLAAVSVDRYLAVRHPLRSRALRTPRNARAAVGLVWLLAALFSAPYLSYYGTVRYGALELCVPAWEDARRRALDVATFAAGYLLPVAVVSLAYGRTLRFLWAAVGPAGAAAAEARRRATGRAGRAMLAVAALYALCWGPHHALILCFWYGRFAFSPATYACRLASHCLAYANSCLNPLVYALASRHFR
CRFBP-R2 block: blocks CRF-induced signaling of the CRF-BP/CRF-R2 complex; HEK293 CRF-R2/CRF-BP, CRF-induced calcium fluorescence; inhibition, % at 11.8 µM; 0.59% of 350,000 active;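 active = inhibition of the ligand-induced calcium signal above about 50% at the single tested concentration, limit read from the data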
IDE act: activators of human insulin-degrading enzyme in cells; P14735; activation, % at 5.96 µM; 0.073% of 340,000 active; HEK cells, FAbeta-B cleavage, fluorescence polarization; 0% vehicle, 100% cell-free pure enzyme wells; AID 493087;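 active = activation above the mean of all tested compounds plus 3 SD, set per screening campaign, cut at about 17% in these data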
NS3 helicase inh: HCV NS3 helicase inhibition; NS3 helicase DNA unwinding, Cy5 molecular beacon fluorescence; inhibition, % at 10.9 µM; 0.56% of 290,000 active; AID 1800;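 active = inhibition above the mean of all tested compounds plus 3 SD, set per campaign, cut at about 35% in these data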;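 also: 0% = DMSO wells and 100% = thioflavine S control wells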
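System: NS3 helicase fragment of HCV / Schedule: 1 h at 25 °C / Control set: DMSO alone as 0% and 110 µM thioflavine S as 100% / Reagent: Cy5/quencher beacon DNA duplex and ATP to start / Technique: Cy5 fluorescence / Replication: singlicate / Evaluation: % inhibition of end-to-start signal ratio versus controls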
pCIP destab: lowers stability of the mouse p/CIP coactivator protein; 0.01% of 290,000 active; decrease of EGFP signal, % at 10 µM; F442A p/CIP-EGFP cells, EGFP fluorescence, 16 h;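 active = EGFP signal decrease of at least 30% at 10 µM or well 3 SD below plate mean, unless failing retest; inactive = the rest, including hits failing retest or dose response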; also: some compounds called inactive have numbers as strong as hits; many of its hits are not listed in these tables
UBC9 SUMO inh: blocks human SUMOylation mediated by UBC9. 0.36% of 290,000 active. inhibition, % at 35 µM. P63279. HTRF SUMOylation assay, SAE1/SAE2 + UBC9, in vitro; in the data active = inhibition above about 50%, passing the limit was not always enough; also: strong numbers were not always called active
Target sequence (P63279 whole entry, looked up): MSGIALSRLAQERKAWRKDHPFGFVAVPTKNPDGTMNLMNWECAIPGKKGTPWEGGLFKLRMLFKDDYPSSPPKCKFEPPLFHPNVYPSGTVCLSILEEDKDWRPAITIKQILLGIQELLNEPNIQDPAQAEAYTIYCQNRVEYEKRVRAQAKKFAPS
VIM-2 inhibitor: blocks Pseudomonas aeruginosa VIM-2 metallo-beta-lactamase. 0.89% of 290,000 active. purified VIM-2, nitrocefin hydrolysis, epi-absorbance fluorescence. inhibition, % at 5.6 µM. AID 1527;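 active = inhibition above the mean of all tested compounds plus 3 SD, cutoff set per screening run, cut at about 7.5% in these data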;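 also: red hydrolysis product quenches plate fluorescence so inhibitors raise well fluorescence; 0% = enzyme with DMSO and 100% = DMSO without enzyme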
IMP-1 inh: blocks Pseudomonas aeruginosa IMP-1 metallo-beta-lactamase | purified IMP-1, nitrocefin hydrolysis, epi-absorbance fluorescence | inhibition, % at 5.6 µM | 0.45% of 290,000 active;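 active = inhibition above the mean plus 3 SD of all compounds in the same screening run, cut at about 4.5% in these data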;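 also: 0% = IMP-1 with DMSO and 100% = DMSO wells lacking enzyme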
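system = purified recombinant IMP-1 beta-lactamase | amount = 0.2 nM IMP-1, as dispensed | medium = HEPES buffer pH 7.1 with ZnSO4 and Brij 35 | times = 25 °C, 15 min preincubation, 25 min reaction | detection = plate fluorescence quenching by hydrolysis product, ex 480/em 530 nm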
* marks the source's active call; other numbers are inactive results.

`Cc1ccc(S(=O)(=O)NCC(=O)OCC(=O)N2CC(=O)Nc3ccccc32)cc1` gave IDE inh -1, GalR3 antag 4, CRFBP-R2 block -2 and IDE act 3.
Screening COc1cc(OC)nc(NC(=O)CSc2nnc(-c3ccccc3)n2C2CCCCC2)n1 returned IDE inh 2, GalR3 antag 0, CRFBP-R2 block 15, IDE act 2, NS3 helicase inh 1, VIM-2 inhibitor -1.2 and IMP-1 inh -1.0.
CCCCc1c(O)nc(SCC(=O)Nc2ccc3c(c2)CCC3)[nH]c1=O was read as IDE inh 3, GalR3 antag 0, CRFBP-R2 block -8, IDE act 0, NS3 helicase inh 5, pCIP destab -1, UBC9 SUMO inh -6, VIM-2 inhibitor -1.9 and IMP-1 inh -1.1.
Screening COc1ccc(OC)c(S(=O)(=O)N(C(C)=O)c2ccc3oc(=O)sc3c2)c1 returned IDE inh 6, GalR3 antag -5, CRFBP-R2 block -4, IDE act -10, NS3 helicase inh 9, pCIP destab 7, UBC9 SUMO inh -30, VIM-2 inhibitor -1.1 and IMP-1 inh -1.4.
Screening COc1ccc(SC[C@H](Cc2ccccc2)N2CC[C@@H](O)CCC2=O)cc1 returned IDE inh 5, GalR3 antag -6, CRFBP-R2 block -2 and IDE act -1.
For Cc1nc(SCC(=O)N2CCN(c3ccccn3)CC2)c(C#N)c(C)c1C the results were IDE inh 3, GalR3 antag -3, CRFBP-R2 block 2 and IDE act 5.
Screening CCN(CC(=O)N1CCC(C(N)=O)CC1)S(=O)(=O)c1ccc(Cl)cc1 returned IDE inh 2, GalR3 antag -4, CRFBP-R2 block -3, IDE act -5, NS3 helicase inh -7, pCIP destab -10, UBC9 SUMO inh 17, VIM-2 inhibitor -0.2 and IMP-1 inh -1.0.
`Cc1cc(C(=O)NCCN2CCN(c3cccc(Cl)c3)CC2)n(-c2ccccc2)n1` gave IDE inh 3, GalR3 antag 1, CRFBP-R2 block -7, IDE act -2, NS3 helicase inh -16, pCIP destab 11, UBC9 SUMO inh -9, VIM-2 inhibitor 0.2 and IMP-1 inh -2.1.
Screening COc1cc2c(cc1OC)-c1cc(Nc3ccccc3Br)nc(=O)n1CC2 returned IDE inh 2, GalR3 antag 49*, CRFBP-R2 block 31, IDE act 1, NS3 helicase inh -23, pCIP destab 11, UBC9 SUMO inh 5, VIM-2 inhibitor -0.2 and IMP-1 inh -1.2.
S=c1[nH]nc(-c2ccco2)n1-c1ccc(Cl)cc1 was read as IDE inh 5, GalR3 antag -3, CRFBP-R2 block 0, IDE act -10, NS3 helicase inh -2, pCIP destab -14, UBC9 SUMO inh -9, VIM-2 inhibitor 1.8 and IMP-1 inh -2.8.
COc1ccc(-c2nnc(SCc3cc(C)ccc3C)n2N)cc1 was read as IDE inh 2, GalR3 antag -5, CRFBP-R2 block 44, IDE act -2, NS3 helicase inh -1, pCIP destab -3, UBC9 SUMO inh -8, VIM-2 inhibitor -1.3 and IMP-1 inh -2.5.
CC(=O)NC(=O)NC1OC(=O)C(Cl)=C1Cl (centres undefined) was read as IDE inh 6, GalR3 antag -3, CRFBP-R2 block -7, IDE act -2, NS3 helicase inh -3, pCIP destab 0, UBC9 SUMO inh 9, VIM-2 inhibitor -0.2 and IMP-1 inh -0.1.

The last 4 entries of the part before are carried over, then new ones follow:
Screening COc1cc2c(cc1OC)-c1cc(Nc3ccccc3Br)nc(=O)n1CC2 returned IDE inh 2, GalR3 antag 49*, CRFBP-R2 block 31, IDE act 1, NS3 helicase inh -23, pCIP destab 11, UBC9 SUMO inh 5, VIM-2 inhibitor -0.2 and IMP-1 inh -1.2.
S=c1[nH]nc(-c2ccco2)n1-c1ccc(Cl)cc1 was read as IDE inh 5, GalR3 antag -3, CRFBP-R2 block 0, IDE act -10, NS3 helicase inh -2, pCIP destab -14, UBC9 SUMO inh -9, VIM-2 inhibitor 1.8 and IMP-1 inh -2.8.
COc1ccc(-c2nnc(SCc3cc(C)ccc3C)n2N)cc1 was read as IDE inh 2, GalR3 antag -5, CRFBP-R2 block 44, IDE act -2, NS3 helicase inh -1, pCIP destab -3, UBC9 SUMO inh -8, VIM-2 inhibitor -1.3 and IMP-1 inh -2.5.
CC(=O)NC(=O)NC1OC(=O)C(Cl)=C1Cl (centres undefined) was read as IDE inh 6, GalR3 antag -3, CRFBP-R2 block -7, IDE act -2, NS3 helicase inh -3, pCIP destab 0, UBC9 SUMO inh 9, VIM-2 inhibitor -0.2 and IMP-1 inh -0.1.
Screening CCc1ccc(C(=O)NNc2ccccc2F)cc1 returned IDE inh 10, GalR3 antag 1, CRFBP-R2 block -10, IDE act 2, NS3 helicase inh 6, pCIP destab 0, UBC9 SUMO inh 14, VIM-2 inhibitor -1.4 and IMP-1 inh 0.9.
For COC(=O)c1cc(C(=O)OC)cc(N2C(=O)CC(NNC(=O)c3ccc(C)cc3)C2=O)c1 (centres undefined) the results were IDE inh 5, GalR3 antag 8, CRFBP-R2 block 14, IDE act -2, NS3 helicase inh 6, pCIP destab -18, UBC9 SUMO inh 15, VIM-2 inhibitor 4.5 and IMP-1 inh -2.5.
For Cc1[nH]c2c(C)cccc2c1CCNC(=O)c1ccc2c(c1[N+](=O)[O-])C(=O)c1ccccc1C2=O the results were IDE inh 1, GalR3 antag -6, CRFBP-R2 block 4, IDE act 4, NS3 helicase inh -4, pCIP destab -19, UBC9 SUMO inh 28, VIM-2 inhibitor 0.0 and IMP-1 inh -3.1.
Screening CNC(=S)N(Cc1ccc(OC)cc1)C1CC(=O)N(c2ccc(OC)cc2)C1=O (centres undefined) returned IDE inh 1, GalR3 antag 0, CRFBP-R2 block -16, IDE act 7, NS3 helicase inh -1, pCIP destab 4, UBC9 SUMO inh -1, VIM-2 inhibitor -1.9 and IMP-1 inh -3.0.
Screening Cc1ccc(C(C)NC(=S)NC2CCCCC2)cc1C (centres undefined) returned GalR3 antag -7, IDE act 7, NS3 helicase inh 6, pCIP destab -10, UBC9 SUMO inh 2, VIM-2 inhibitor 0.2 and IMP-1 inh 0.2.
Screening COCCCn1c(C(=O)NCCC2=CCCCC2)cc2c(=O)n3cccc(C)c3nc21 returned IDE inh -2, GalR3 antag -7, CRFBP-R2 block 5, IDE act 2, NS3 helicase inh 5, pCIP destab 2, UBC9 SUMO inh 8, VIM-2 inhibitor -1.4 and IMP-1 inh -3.3.
`COC(=O)c1ccc(N2C(=O)C3C4C=CC(CC4)C3C2=O)cc1` (centres undefined) gave IDE inh 4, GalR3 antag -9, CRFBP-R2 block -3, IDE act 4, NS3 helicase inh -9, pCIP destab 13, UBC9 SUMO inh -11, VIM-2 inhibitor -0.4 and IMP-1 inh 1.7.
Screening COc1ccccc1N1CCN(C(=O)c2cccc(N3C(=O)NC4CC3(C)Oc3c(OC)cccc34)c2)CC1 (centres undefined) returned IDE inh 9, GalR3 antag -7, CRFBP-R2 block -23, IDE act -5, NS3 helicase inh 23, pCIP destab -7, UBC9 SUMO inh 1, VIM-2 inhibitor -2.6 and IMP-1 inh -2.0.
Screening CCCSC1=C(C#N)C(c2cccs2)C(C(=O)Nc2ccccc2)=C(C)N1 (centres undefined) returned IDE inh 2, GalR3 antag -6, CRFBP-R2 block -7, IDE act 1, NS3 helicase inh -1, pCIP destab -6, UBC9 SUMO inh 5, VIM-2 inhibitor -1.9 and IMP-1 inh -2.8.
O=C(CCN1CCN(C(c2ccccc2)c2ccccc2)CC1)N/N=C/c1ccc(O)cc1 was read as IDE inh -2, GalR3 antag -7, CRFBP-R2 block 2, IDE act -2, NS3 helicase inh -51, pCIP destab -2, UBC9 SUMO inh -12, VIM-2 inhibitor -4.0 and IMP-1 inh -4.6.
For O=S(=O)(Nc1ccccc1N1CCOCC1)c1ccccc1C(F)(F)F the results were IDE inh 8, GalR3 antag -6, CRFBP-R2 block 0 and IDE act 1.
`Nc1ccc(Oc2ccc3c(c2)OCO3)cc1` gave IDE inh 0, GalR3 antag 3, CRFBP-R2 block 1, IDE act 2, NS3 helicase inh 0, pCIP destab -7, UBC9 SUMO inh 7, VIM-2 inhibitor 1.4 and IMP-1 inh -1.7.

Brought forward from above: 2 entries; new compounds follow.
For O=S(=O)(Nc1ccccc1N1CCOCC1)c1ccccc1C(F)(F)F the results were IDE inh 8, GalR3 antag -6, CRFBP-R2 block 0 and IDE act 1.
`Nc1ccc(Oc2ccc3c(c2)OCO3)cc1` gave IDE inh 0, GalR3 antag 3, CRFBP-R2 block 1, IDE act 2, NS3 helicase inh 0, pCIP destab -7, UBC9 SUMO inh 7, VIM-2 inhibitor 1.4 and IMP-1 inh -1.7.
For Cc1ccccc1NC(=O)CN1CCC(n2nnc3ccccc32)CC1 the results were IDE inh 7, GalR3 antag -4, CRFBP-R2 block -38, IDE act 3, NS3 helicase inh 11, pCIP destab 0, UBC9 SUMO inh -4, VIM-2 inhibitor -3.5 and IMP-1 inh -1.2.
`O=C(NCCOc1ccccc1)c1cc([N+](=O)[O-])ccc1N1CCOCC1` gave IDE inh -12, GalR3 antag -11, CRFBP-R2 block -37 and IDE act 4.
Screening Cc1cc(C)c2c(=O)[nH]c(SCC(=O)N(C)C)nc2n1 returned IDE inh 3, GalR3 antag -1, CRFBP-R2 block 0, IDE act 3, NS3 helicase inh -5, pCIP destab -5, UBC9 SUMO inh 28, VIM-2 inhibitor -2.0 and IMP-1 inh -2.4.
Screening CCCCNC(=O)NCC(=O)Nc1ccc(F)c(F)c1 returned IDE inh 7, GalR3 antag 0, CRFBP-R2 block 1, IDE act 1, NS3 helicase inh 4, pCIP destab 1, UBC9 SUMO inh 12, VIM-2 inhibitor -2.1 and IMP-1 inh -2.5.
`CCn1c(=O)c(=O)[nH]c2cc(C(=O)NC3CC3)ccc21` gave IDE inh -4, GalR3 antag -11, CRFBP-R2 block -15, IDE act 3, NS3 helicase inh -16, pCIP destab -3, UBC9 SUMO inh -2, VIM-2 inhibitor -3.8 and IMP-1 inh -1.7.
COc1cc(C(=O)NCCc2cn3ccccc3n2)cc(OC)c1OC was read as IDE inh 4, CRFBP-R2 block 4, IDE act 2, NS3 helicase inh 2, pCIP destab 7, UBC9 SUMO inh 18, VIM-2 inhibitor -2.7 and IMP-1 inh -0.5.
Screening CC(=O)NC1C(=O)N=C(SCC(=O)Nc2c(C)cccc2C)NC1=O (centres undefined) returned IDE inh -3, GalR3 antag -6, CRFBP-R2 block 0, IDE act 1, NS3 helicase inh 0, pCIP destab -10, UBC9 SUMO inh 4, VIM-2 inhibitor -1.5 and IMP-1 inh 2.0.
Screening CC(=O)c1ccc(S(=O)(=O)NCc2ccc(C(=O)N(C)CC(=O)Nc3cccc(F)c3)cc2)cc1 returned IDE inh 0, GalR3 antag -5, CRFBP-R2 block -12, IDE act -4, NS3 helicase inh -21, pCIP destab -27, UBC9 SUMO inh 12, VIM-2 inhibitor -2.9 and IMP-1 inh -0.8.
`Cc1[nH]c(C)c(S(=O)(=O)N2c3ccccc3CC2C)c1C(=O)N1CCCCC1` (centres undefined) gave IDE inh 0, GalR3 antag -7, CRFBP-R2 block 2, IDE act -5, NS3 helicase inh 4, pCIP destab 8, VIM-2 inhibitor -1.3 and IMP-1 inh -1.9.
